Screening results from PubChem BioAssay.
TRPN1 ag: zebrafish TRPN1 channel agonists, primary screen, cell-based, HEK293, calcium fluorescence. transient receptor potential cation channel N1 (TRPN1/NompC), Danio rerio. HEK293 zebrafish TRPN1-YFP, Fluo-8 calcium fluorescence; 100% = response to 87 µM carbachol. activation, % at 3 µM. 0.18% of 220,000 active;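 active = activation above its plate's cutoff, the mean activation of test wells on that plate plus 3 SD, cut at about 19% in these data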;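 note: 0% = DMSO alone and 100% = 87 µM carbachol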
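Control set: carbachol 87 µM as high control, DMSO as low control; system: HEK293 stable line with zebrafish TRPN1-YFP; read-out: % activation versus carbachol response; detection: intracellular calcium fluorescence with Fluo-8; doses: single test compound dose, 3 µM nominal, 0.3% DMSO; schedule: dye 1 h 37 °C plus 30 min RT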
m-calpain inh: inhibitors of pig calpain II, primary screen, biochemical, fluorogenic peptide substrate, 1536-well; 0.37% of 220,000 active; purified calpain II, 30 min; inhibition, % at 16 µM;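 active = inhibition above about 50%, limit read from the data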
S1P4 agonist: S1P4 receptor agonists, primary screen, cell-based | Sphingosine 1-phosphate receptor 4 (Homo sapiens), O95977 | S1P4-expressing cell line, agonist reporter assay | activation, % at 4.98 µM | 0.35% of 220,000 active | AID 1509, 2009; in the data active = activation above about 11%;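 note: 0% = DMSO vehicle and 100% = reference agonist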
Target sequence (O95977 whole entry, looked up): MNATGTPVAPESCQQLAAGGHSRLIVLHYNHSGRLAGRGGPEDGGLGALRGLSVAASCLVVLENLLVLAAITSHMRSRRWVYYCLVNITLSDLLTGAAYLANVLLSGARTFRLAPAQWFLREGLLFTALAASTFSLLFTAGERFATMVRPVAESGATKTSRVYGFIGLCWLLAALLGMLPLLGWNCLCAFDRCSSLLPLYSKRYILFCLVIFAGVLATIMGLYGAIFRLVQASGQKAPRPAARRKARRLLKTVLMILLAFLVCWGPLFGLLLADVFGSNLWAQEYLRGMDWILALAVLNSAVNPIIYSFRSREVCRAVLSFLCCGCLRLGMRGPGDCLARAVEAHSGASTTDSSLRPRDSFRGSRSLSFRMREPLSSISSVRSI
EP2 modulator: EP2 receptor modulators, cAMP readout, primary screen, cell-based, HTRF cAMP, PGE2 stimulation; EP2-expressing cells, cAMP HTRF FRET, PGE2 co-stimulation; Prostaglandin E2 receptor EP2 subtype (Homo sapiens), P43116; 0.83% of 260,000 active; induction, % at 25 µM;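 active = compounds whose cAMP rise, as percent of the full-agonist control response, exceeds 60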;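 note: rat C6 glioma line stably carrying human EP2 under a CMV promoter; the protocol text gives 20 µM as final concentration; 100% = response of wells given 1 µM PGE2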
Target sequence (P43116 whole entry, looked up): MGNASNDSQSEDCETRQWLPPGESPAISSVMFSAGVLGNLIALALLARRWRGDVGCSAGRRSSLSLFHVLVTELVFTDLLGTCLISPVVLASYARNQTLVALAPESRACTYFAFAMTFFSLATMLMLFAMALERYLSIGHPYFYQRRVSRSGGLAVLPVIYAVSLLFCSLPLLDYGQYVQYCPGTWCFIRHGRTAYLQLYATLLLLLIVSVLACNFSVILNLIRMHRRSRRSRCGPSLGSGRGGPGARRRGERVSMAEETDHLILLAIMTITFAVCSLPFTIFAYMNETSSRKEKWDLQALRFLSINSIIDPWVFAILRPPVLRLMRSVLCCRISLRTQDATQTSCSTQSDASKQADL
S1P4 antag: S1P4 receptor antagonists, primary screen, cell-based. 0.26% of 220,000 active. inhibition, % at 4.98 µM. S1P4-expressing cells, antagonist mode, reporter read-out. Sphingosine 1-phosphate receptor 4 (Homo sapiens), O95977; in the data active = inhibition above about 29%;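 note: 0% = wells stimulated with agonist and 100% = vehicle wells without agonist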
Ba/F3 V617F tox: reduced viability of JAK2V617F-dependent Ba/F3 cells, primary screen, JAK2V617F inhibitor project, cell-based, Ba/F3 EpoR-JAK2V617F, luminescence | ATP luminescence | inhibition, % at 5.6 µM | 1.1% of 220,000 active | AID 1446, 2008;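 active = inhibition above the campaign mean plus 3 SD over all tested compounds, cut at about 24% in these data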;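 note: cytokine-independent growth of Ba/F3 cells driven by EpoR plus mutant JAK2; 0% = DMSO-treated cells and 100% = JAK inhibitor I control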
BaF3 tox: parental Ba/F3 cell viability inhibition, counter-screen for JAK2V617F inhibitor project, murine pro-B, CellTiter-Glo luminescence; CellTiter-Glo ATP luminescence; inhibition, % at 5.6 µM; 1.1% of 220,000 active;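 active = inhibition above a per-campaign cutoff, the mean inhibition of all tested compounds plus 3 SD, cut at about 27% in these data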;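 note: 0% = DMSO wells and 100% = JAK Inhibitor I control wells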
PERK inhibitor: block of dimerizer-induced PERK translation repression, primary screen, PERK inhibitor project, CHO PERK-DD cells, SEAP luminescence, HTS; CHO PERK-DD fusion, SEAP luminescence translation reporter; inhibition, % at 5.6 µM; 0.17% of 220,000 active; AID 1416, 2008;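 active = inhibition above the mean inhibition of all tested compounds plus 3 SD, set separately per screening campaign, cut at about 2.9% in these data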;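 note: PERK kinase domain activated by AP20187 dimerizer at 100 nM; 0% = DMSO with dimerizer and 100% = rapamycin at 8.4 µM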
TRPML3 ag: human TRPML3 channel agonists, primary screen, cell-based, HEK293 TRPML3-YFP, Fluo-8 calcium fluorescence, 3 µM; Mucolipin-3 (Homo sapiens), Q8TDD5; 100% = the carbachol control signal; activation, % at 3 µM; 0.29% of 220,000 active; AID 1448, 2008;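 active = activation above its plate's cutoff, the mean activation of the plate's test wells plus 3 SD, cut at about 12% in these data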;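 note: 0% = DMSO only wells and 100% = carbachol wells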
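Material: TRPML3-YFP stable HEK293 cells | Dosing: One concentration, 3 µM nominal, 0.3% DMSO | Timing: 125 s total fluorescence read per well | Technique: Fluo-8 calcium dye fluorescence, ex 470-495, em 515-575 nm | Measure: Percent activation from peak-to-basal fluorescence ratio, scaled between DMSO and carbachol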
An asterisk follows results filed as active; nt = no result given; & = joins results of further samples. Random draw from the library. About 3.6% of those tested had a hit in this group.

SMILES	TRPN1 ag	m-calpain inh	S1P4 agonist	EP2 modulator	S1P4 antag	Ba/F3 V617F tox	BaF3 tox	PERK inhibitor	TRPML3 ag
C=C(C)C1CC=C(C)/C(=N/Nc2ccccc2[N+](=O)[O-])C1 (stereo not given)	0.1	14	0.1	40	-11	-3	4	0.5	0.6
O=C(CCCC(=O)OCC(=O)c1ccc(Cl)cc1Cl)Nc1cc(C(F)(F)F)ccc1Cl	0.3	9	1.9	-4	-7	0	3	0.8	0.5
O=C(Cn1cc(C(=O)c2cccs2)c2ccccc21)NCc1cccs1	0.0	32	5.3	-24	-9	-5	0	-0.9	-0.1
O=C(O)c1ccc2cccc(Cl)c2c1O	-0.9	-70	0.6	34	-7	2	3	1.2	-0.1
O=C(COc1ncnc2c(Cl)cc(Cl)cc12)NC1CCCCCC1	0.3	17	0.6	-3	-14	-6	-2	0.2	0.3
Cc1ccc(Oc2ncnc3sccc23)cc1	-1.4	17	2.5	15	-31	2	3	0.9	-0.5
Cc1cc(S(=O)(=O)N(Cc2ccccn2)Cc2ccco2)ccc1-n1cnnn1	-0.2	2	0.3	-39&-58	-6	-3	3	0.0	0.9
Cc1ccc(NC(=O)c2cc3ccccc3o2)cc1S(=O)(=O)N(C)C	0.5	9	-1.0	2	-3	1	3	-0.3	0.9
COC(=O)C1=C(C)NC(C)=C(C(=O)OC(C)C)C1c1cccc2nonc12 (stereo not given)	-3.0	33	0.5	nt	-10	2	-4	0.1	-1.9
COC(=O)c1c(NC(=O)Cc2cccs2)sc2c1CCC(C)C2 (stereo not given)	0.0	-7	0.9	51	8	-2	-2	-0.1	0.1
COc1ccc(NC(=O)CC2C(=O)OCC3CCCCN32)cc1Cl (stereo not given)	0.5	-29	0.3	0	-1	-3	1	0.1	0.5
C=CCn1c(N)cc(=O)nc1SCC(=O)N1CCN(c2ccc(F)cc2)CC1	-0.1	-3	-1.4	23	-1	-2	0	0.5	0.8
Nc1nnc(-c2cccc(F)c2)s1	1.2	7	0.2	-29	2	1	0	0.2	-0.6
COc1ccc(-c2nc(CS(=O)CC(=O)NCc3ccc(Cl)cc3)c(C)o2)cc1 (stereo not given)	0.5	-15	2.2	2	-13	-2	6	0.3	0.1
CCOC(=O)CNC(=O)c1cc(C)oc1C	0.2	-36	-1.1	12	7	-2	2	0.1	0.6
O=C(CCCOc1ccc(Cl)cc1Cl)NCc1ccccn1	1.3	5	-0.5	-4	2	2	4	-0.4	0.0
CCn1c2ccccc2c2nnc(SCC(=O)c3ccccc3)nc21	0.7	1	1.8	-10	-11	-2	2	0.6	0.6
O=[N+]([O-])c1nn(-c2ccc3c(c2)OCCO3)n(O)c1=NCc1ccccc1Cl	-2.1	11	1.0	-3	-22	4	6	-0.8	-0.8
O=C(O)c1cccnc1-c1ncccc1C(=O)O	0.5	2	-2.0	10	-21	2	8	-0.1	0.7
O=C(COc1ccc(=O)n(-c2ccccc2)n1)Nc1ccccc1	1.3	-43	1.4	3	-22	-1	0	0.4	0.1

In a second layout: results already given
Every second line gives: TRPN1 ag | m-calpain inh | S1P4 agonist | EP2 modulator | S1P4 antag | Ba/F3 V617F tox | BaF3 tox | PERK inhibitor | TRPML3 ag
O=C(O)c1ccc2cccc(Cl)c2c1O
    -0.9 | -70 | 0.6 | 34 | -7 | 2 | 3 | 1.2 | -0.1
O=C(COc1ncnc2c(Cl)cc(Cl)cc12)NC1CCCCCC1
    0.3 | 17 | 0.6 | -3 | -14 | -6 | -2 | 0.2 | 0.3
Cc1ccc(Oc2ncnc3sccc23)cc1
    -1.4 | 17 | 2.5 | 15 | -31 | 2 | 3 | 0.9 | -0.5
Cc1cc(S(=O)(=O)N(Cc2ccccn2)Cc2ccco2)ccc1-n1cnnn1
    -0.2 | 2 | 0.3 | -39&-58 | -6 | -3 | 3 | 0.0 | 0.9

Next section
SMILES	TRPN1 ag	m-calpain inh	S1P4 agonist	EP2 modulator	S1P4 antag	Ba/F3 V617F tox	BaF3 tox	PERK inhibitor	TRPML3 ag
Cc1ccc(CN(C(=O)c2ccco2)C(C(=O)NC2CCCC2)c2cccnc2)cc1 (stereo not given)	-0.8	-21	-1.1	-14&33	-9	1	6	1.3	0.9
N#C/C(=C\c1sc(N2CCOCC2)nc1-c1ccccc1)C(=O)Nc1cccc2ccccc12	2.0	-46	0.7	15	-10	0	5	0.4	1.0
CCCCOCCCNc1ncnc2c1[nH]c1ccccc12	5.0	-4	2.9	-33	-14	64*	61*	-2.5	4.3
COc1cc(CNCCO)ccc1OCC(=O)Nc1ccc(Br)cc1	1.8	-8	0.8	-16	-5	5	7	-0.8	1.5
O=S(=O)(c1ccc(Cl)nc1)N1CCN(Cc2ccc3c(c2)OCO3)CC1	-0.5	18	1.3	-12	-4	1	6	-1.7	0.1
CC(C)CCn1c(Oc2ccccc2Cl)nc2c1c(=O)n(C)c(=O)n2C	-2.9	-4	-0.3	43	2	-1	3	-0.6	-1.9
O=C(NC1CCCc2ccccc21)C1CCN(S(=O)(=O)c2cccc3nsnc23)CC1 (stereo not given)	-0.5	16	2.1	-19	-18	-1	1	0.6	-1.1
COc1cccc(CN2CCN(Cc3cccc4nonc34)CC2CCO)c1 (stereo not given)	0.6	-10	-1.1	-23	-1	0	4	1.8	0.8
COCCN1Cc2cccc(C(=O)Nc3ccc(S(=O)(=O)N4CCOCC4)cc3)c2C1=O	0.9	-2	0.1	5	-3	-3	3	1.1	-0.4
NC(=O)C1=C[C@@H](c2ccc(C(F)(F)F)cc2)C[C@@H](OCCCCO)O1	0.5	-25	0.1	-22	-10	-1	-2	0.8	0.1
CCCC(=O)Oc1ccccc1C1SCc2cc(C)c(C)cc2CS1	-1.3	4	2.4	30	-16	-5	-3	1.2	1.0
CCOC(=O)CC1COCCN1Cc1cn[nH]c1-c1cc(OC)c(OC)c(OC)c1 (stereo not given)	1.1	9	1.2	-7	-6	-4	-2	-0.8	0.4
COC(=O)c1cc(-c2ccc(S(=O)(=O)N3CCCCC3)cc2)c(C(F)(F)F)s1	-0.4	10	0.2	-6	4	0	0	-0.1	16*
C1=C(c2ccccc2)CCN(c2nc3ccccc3n3cnnc23)C1	-1.1	-18	-0.5	8	-5	-2	4	-0.1	-0.4
CCCC(=O)c1c[nH]c(C(=O)N2CCOCC2)c1	0.7	-11	0.9	-5	0	3	6	0.1	1.2
COc1ccc(NC(=O)c2cccc(C#N)c2)cc1NS(=O)(=O)c1ccc(F)cc1	-1.4	-12	1.3	24	-2	-2	4	-0.5	-0.3
CC(C)C(=O)Nc1ccc(S(=O)(=O)Nc2ccccn2)cc1	-0.2	-9	0.6	11&11	-6	-3	1	1.0	0.2
O=C(Oc1ccc(-c2cnc3ccccc3n2)cc1)c1ccc(Br)o1	0.1	-39	-3.6	7	6	-2	2	0.4	0.9
CC(C)CCn1cnc2c(cnn2-c2ccc(Cl)cc2)c1=O	0.3	3	1.4	6	-5	-2	0	1.1	1.1
Oc1[nH]c2ccc(Br)cc2c1N=Nc1nn[nH]n1	-1.3	4	-1.5	-16	0	-2	6	0.8	-0.1
CC(=O)Nc1ccc(C2=NNC(=Nc3cccc(S(=O)(=O)N(C)C)c3)SC2)cc1	0.7	-102	0.6	-45	-3	-5	0	0.9	0.4
CCOC(=O)C1(Cc2ccccc2)CCN(C2Cc3ccccc3C2)CC1	-0.7	-30	1.1	23	0	-1	7	-0.4	0.4
C[C@H](NC(=O)c1ccco1)C(=O)Nc1ccc2c(c1)OCO2	-2.3	-12	-1.0	-3	6	-4	4	1.5	0.1
Cc1ccc(Nc2nnc(SCC(=O)NCc3ccco3)s2)cc1	-1.0	-144	-0.7	2	-13	2	5	0.0	-0.2
CCn1ccnc1CN(C)C(=O)CCc1nnc(CCC2CCCCC2)o1	-0.8	-10	0.8	3	-12	-1	3	1.1	0.3
Cc1csc(NC(=O)c2sc3nc(-c4cccs4)ccc3c2N)n1	-1.9	-237	2.8	-48	-9	2	4	0.4	0.8
Nc1ccc2cn[nH]c2c1	2.6	23	-1.0	15	-8	0	6	1.3	0.7
CC(=O)Nc1ccccc1C(=O)N1CCN(Cc2ccccc2)CC1	2.2	-27	0.6	6	-5	2	5	0.9	-0.7
CCOc1ccccc1NC(=O)Cn1cnc2c(cnn2-c2ccc(C)c(C)c2)c1=O	-0.5	1	2.4	6	-25	-2	-1	1.3	0.1
O=C(COc1ccc2ccccc2c1)NNC(=O)Cc1cccc2ccccc12	-1.7	25	-0.1	-17	2	1	6	-1.7	-0.3
O=C(c1ccsc1)N1CCN(C(=O)c2cccs2)CC1	0.0	-27	0.6	-2	-12	2	1	-0.3	-0.7
CC1(C)Cc2nc3oc4c(NCc5ccccc5)ncnc4c3cc2CO1	3.4	-172	1.4	-15	-23	0	7	0.1	0.8
COC(=O)/C(=C1/Oc2cc3c(cc2S1)OCO3)C(F)(F)F	-0.2	-109	-0.7	6	-8	-1	4	0.8	1.8
Clc1cc(Cl)cc(C2=NCCC(c3ccccc3)O2)c1 (stereo not given)	1.4	4	0.8	2	-18	2	3	-1.0	0.7
CC1(C)Oc2ccc3ccc(=O)oc3c2C(N2CCCCC2)C1O (stereo not given)	0.6	-30	0.6	20	-4	-2	1	0.6	0.2
Brc1ccccc1-c1nnc(COc2ncnc3ccccc23)o1	0.1	2	0.1	-4	-6	-2	0	0.4	-0.1
Cc1c(C#N)c2ncn(CC#N)c(=O)c2n1-c1ccccc1	0.2	-5	2.0	-13	-10	3	3	-1.6	1.0
O=C(CN1CCCCCCC1)N/N=C/c1ccccc1F	0.2	3	-0.5	6	-2	-2	0	0.9	1.2
Nc1c(-c2ccccc2)c(CN2CCOCC2)nn1-c1ccccc1	2.8	-9	0.2	-3	-18	0	5	0.2	0.3
CC(=O)c1ccc(S(=O)(=O)N2CCC(NC(=O)Nc3cccc(F)c3)CC2)cc1	-0.5	15	0.0	-60	0	-4	-1	0.0	0.0
Cn1c(N)c(C(=O)c2cc(-c3ccncc3)nc3ccccc23)c(=O)n(C)c1=O	1.7	-9	1.2	-25	3	-1	9	0.3	0.3
CC(C)(Cc1ccc(O)cc1)NC(=O)CC(=O)N=Nc1c(O)[nH]c2cc(Br)ccc12	-1.3	-43	0.4	26	0	5	7	0.2	-0.3
CO/N=C/c1c(-c2ccccc2)nn(C)c1Cl	-1.2	-19	0.1	29	4	1	6	0.7	0.3
Cc1ccc(-c2ccc(CCC(=O)O)n2-c2ccc(O)cc2)cc1	0.7	-5	0.6	6	-9	-3	3	0.3	0.6
O=C(NNC(=S)NCc1ccccc1)c1ccc2c(c1)OCO2	-1.8	11	-1.9	-7	-6	-3	3	-0.5	0.1
